G9a block: inhibitors of human histone lysine methyltransferase G9a. Q96KQ7. G9a H3K9 monomethylation, AlphaScreen, 2 h. Potency, µM (top dose mostly 102 µM), for the others: at the top dose activity, negative = inhibition, most hits filed as inhibitors. 350,000 compounds, 8.8% hits. AID 504332; note: % is set by controls: 0 for no effect and ±100 for the full control effect; nearly all actives have a fitted effect of over 75% in size
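Readings reflect AlphaScreen signal from monomethyl-H3K9 antibody detection. HMT at 20 nM; substrate b-H3K9 500 nM; cofactor SAM 20 uM; 2 h RT reaction; compounds tested as titrations in qHTS with 15 min preincubation.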
GLS inhibitor: glutaminase GLS (human) inhibition; GLS enzymatic activity, qHTS titration; Potency, µM (highest dose often 45.5 µM), for the others: top-dose activity change, negative = inhibition, most hits filed as inhibitors; 410,000 compounds, 0.21% hits; AID 624170; note: % is set by controls: 0 for no effect and ±100 for the full control effect
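hKGA; 45 mM KH2PO4 pH 8.2 + 0.02% Tween-20; cpd via pin tool; 1 mM Gln soln; GluOx/HRP/Amplex Red; RT 30 min; fluor. t0 & final.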
HP1b binding inh: HP1-beta chromodomain-methylated histone interaction inhibition; AID 540317; AlphaScreen HP1-beta / biotin-H3K9me3 peptide binding; Potency, µM (doses to about 114 µM), inactives show at the highest dose activity change, negative = inhibition, hits mostly inhibitors; P83916; 390,000 compounds, 0.56% hits; note: nearly all actives have a fitted effect of over 70% in size; inactives centre near 23
Target sequence (P83916 whole entry, looked up): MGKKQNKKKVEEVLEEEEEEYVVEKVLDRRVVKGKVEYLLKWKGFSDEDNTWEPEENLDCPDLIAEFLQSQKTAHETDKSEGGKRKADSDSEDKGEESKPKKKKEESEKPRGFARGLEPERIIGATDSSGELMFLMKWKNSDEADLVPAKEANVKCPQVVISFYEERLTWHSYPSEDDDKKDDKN
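HP1-beta protein (50 nM final) preincubated 30 min at room temperature with biotinylated H3(1-18)K9me3 peptide (50 nM) in PBS pH 7.4, 0.01% Tween-20, then compound added for 30 min. AlphaScreen streptavidin donor/nickel chelate acceptor beads (10 ug/mL final), 30 min dark, luminescence read.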
Pin1 inhibitor: inhibitors of human Pin1 | Q13526 | Pin1 FP peptide displacement, HiFluor488, 10 min | Potency, µM (top dose mostly 115 µM), for the others: at the highest dose activity, negative = inhibition, actives largely listed as inhibitors | 390,000 compounds, 0.009% hits; active = well fitted inhibition curve with a large enough effect in the polarisation, with a control signal flat, not every such curve was filed as active; inconclusive = small, poorly fitted or top-dose-only effect, or effect the other way, or a change in a side signal; inactive = no such curve, though single readings can be large or run the other way; the % refers to the polarisation; note: % is set by controls: 0 for no effect and ±100 for the full control effect
Target sequence (Q13526 whole entry, looked up): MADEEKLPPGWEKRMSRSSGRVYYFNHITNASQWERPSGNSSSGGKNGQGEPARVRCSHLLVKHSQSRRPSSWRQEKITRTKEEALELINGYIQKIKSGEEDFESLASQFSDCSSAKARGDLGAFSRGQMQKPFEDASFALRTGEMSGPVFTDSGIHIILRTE
Tb PGK inh: T. brucei PGK inhibition; P07378; PGK/GAPDH coupled, Kinase-Glo luminescence, 60 min; Potency, µM (doses to about 57.5 µM), for inactives: at the top dose activity change, negative = inhibition, hits mostly inhibitors; 380,000 compounds, 0.043% hits; AID 602233; note: % is set by controls: 0 for no effect and ±100 for the full control effect; nearly all actives have a fitted effect of over 60% in size
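Recombinant glycosomal PGK reaction used 1,3-bisphosphoglycerate generated in-well by GAPDH (100nM final) in 100mM TEA pH 7.6, 5mM MgCl2, 0.01% Tween-20. After 60 minutes at room temperature, ATP was read by Kinase-Glo Plus luminescence end-point.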
BLM inh: blocks DNA unwinding by human BLM helicase | P54132 | recombinant BLM DNA unwinding, fluorescence dequenching | 350,000 compounds, 0.2% hits | Potency, µM (series often up to 56.1 µM), for inactives: top-dose activity change, negative = inhibition, hits mostly inhibitors | AID 2528;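 note: plate controls were vehicle for no effect and no enzyme for full effect; nearly all actives have a fitted effect of over 35% in size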
BAZ2B block: blocks human BAZ2B; Q9UIF8; AlphaScreen BAZ2B-H3K14Ac peptide displacement; Potency, µM (top dose mostly 114 µM), for inactives: top-dose activity change, negative = inhibition, hits mostly inhibitors; 360,000 compounds, 4.4% hits; note: % is set by controls: 0 for no effect and ±100 for the full control effect; nearly all actives have a fitted effect of over 60% in size
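AlphaScreen displacement of biotin-H3(5-23)K14Ac peptide (50 nM final) from BAZ2B (50 nM final) in PBS pH 7.4, 0.01% Tween-20; complex preformed 30 min RT, then compounds (top 110 uM) 30 min RT, beads 20 min dark.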
JMJD2A Tudor inh: JMJD2A Tudor domain (human) inhibition. O75164. AlphaScreen JMJD2A-Tudor / H3K4me3 peptide binding. Potency, µM (top dose mostly 114 µM), inactives show top-dose activity change, negative = inhibition, actives largely listed as inhibitors. 390,000 compounds, 4.4% hits. AID 504339; note: % is set by controls: 0 for no effect and ±100 for the full control effect; nearly all actives have a fitted effect of over 50% in size
Pol iota inh: blocks human DNA polymerase iota activity; Q9UNA4; Pol iota fluorescent replication assay, 10 min; Potency, µM (series often up to 115 µM), for the others: top-dose activity, negative = inhibition, actives largely listed as inhibitors; 390,000 compounds, 1% hits; AID 588590
Target sequence (Q9UNA4 whole entry, looked up): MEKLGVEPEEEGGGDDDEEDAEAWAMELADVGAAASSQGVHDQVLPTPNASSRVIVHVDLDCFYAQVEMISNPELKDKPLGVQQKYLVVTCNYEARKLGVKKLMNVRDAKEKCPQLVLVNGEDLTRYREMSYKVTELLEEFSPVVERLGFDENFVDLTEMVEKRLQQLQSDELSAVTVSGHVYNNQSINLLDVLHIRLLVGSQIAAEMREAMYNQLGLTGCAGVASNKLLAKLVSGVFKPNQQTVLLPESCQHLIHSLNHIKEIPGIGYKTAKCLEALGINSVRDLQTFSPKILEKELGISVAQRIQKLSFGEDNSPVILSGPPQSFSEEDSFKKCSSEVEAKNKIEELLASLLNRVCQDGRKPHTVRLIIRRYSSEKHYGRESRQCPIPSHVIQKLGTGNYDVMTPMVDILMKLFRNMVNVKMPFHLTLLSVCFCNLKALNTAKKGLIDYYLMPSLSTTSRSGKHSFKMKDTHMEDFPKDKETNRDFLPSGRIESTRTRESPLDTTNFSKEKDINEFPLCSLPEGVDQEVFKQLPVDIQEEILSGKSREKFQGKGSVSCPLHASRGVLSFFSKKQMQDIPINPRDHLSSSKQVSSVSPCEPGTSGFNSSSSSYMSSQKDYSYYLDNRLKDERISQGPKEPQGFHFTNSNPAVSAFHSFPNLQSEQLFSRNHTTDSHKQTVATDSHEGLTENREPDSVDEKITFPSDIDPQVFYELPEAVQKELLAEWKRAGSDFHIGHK
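Pol iota at 10 nM preincubated 15 min with compounds at room temperature; reaction started with fluorescent substrate, 50 nM final. Fluorescence read kinetically at 0 and 10 min; buffer-only wells as negative control.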
Numbers without * were called inactive; i = inactive; ? = inconclusive; . = not tested or not shown; [ ] = another dose, or the depositor's remark. Unless noted, calls come from the whole dose curve; as a rule, active = well fitted curve in the direction sought with a large enough effect; inconclusive = small, poorly fitted or top-dose-only effect, or another doubt; inactive = no such curve, though single readings can be large; an effect the other way counts as inactive or inconclusive. Potency is the fitted concentration of half-maximal effect. The list is partial; the hit share may differ from the screen's.

SMILES	G9a block	GLS inhibitor	HP1b binding inh	Pin1 inhibitor	Tb PGK inh	BLM inh	BAZ2B block	JMJD2A Tudor inh	Pol iota inh
O=C(Nc1ccc2nc3n(c(=O)c2c1)CCCC3)c1cccc([N+](=O)[O-])c1	18.8%	1.1%	27.7%	-5.1%	-2.1%	-1.5%	-4.1%	-1.3%	22.8%
Cc1nc(-c2ccc(S(=O)(=O)NCc3ccccn3)s2)cs1	?	-9.5%	46.3%[activator]	-0.8%	-3.0%	-0.8%	?	-11.3%	28.4%
COc1ccc(-c2nc(CS(=O)(=O)CC(=O)NCc3cccc(Br)c3)c(C)o2)cc1	44.7µM*	0.6%	19.4%	1.9%	-6.4%	-4.6%	-1.3%	-27.9%	0.2%
COc1cc(S(=O)(=O)N2CCN(C(=O)C3CC3)CC2)ccc1NC(C)=O	.	1.8%	35.3%	2.3%	-8.6%	.	.	-1.0%	0.9%
CN(C)S(=O)(=O)c1ccc(NC(=O)c2cc(-c3cccs3)nc3ccccc23)cc1	15.7%	-12.6%	38.1%	6.9%	i	-0.2%	3.8%	4.8%	-2.5%
O=C(Nc1ccccc1)c1cn(-c2ccccc2)nc1-c1ccccc1	-29.7%[59 µM]	-0.6%	1.3%	-2.9%	i	-6.3%	-29.3%	-18.9%	-11.3%
Clc1cccc(Cl)c1CSc1nnc(-c2sccc2-n2cccc2)o1	-27.0%[12.7 µM]	3.8%	22.1%	7.8%	-7.2%	-7.7%	?	-5.7%	-4.2%
COc1cc(C(=O)OCC(=O)Nc2c(F)cccc2F)cc(OC)c1C	44.7µM*	-11.0%	17.3%	0.2%	i	-6.7%	?	5.3%[11.4 µM]	63.7%[activator]
Cc1c(CC(=O)NCc2ccccc2Cl)c(=O)oc2cc(O)ccc12	-32.1%[59 µM]	26.2%	35.1%	-0.4%	8.9%	1.2%	-13.8%	-4.5%	2.0%
CCOC(=O)CSc1nnc(Cc2ccccc2)n1-c1cccc(Cl)c1	9.1%[0.501 µM]	12.6%	54.1%[activator]	-8.4%	i	-3.1%	?	-17.9%	-1.9%
CC(C)N(Cc1nccn1C)C(=O)c1cc(COc2ccc3ncccc3c2)on1	.	0.0%	8.8%[57 µM]	9.6%	-7.7%	3.5%	-1.3%	-9.2%	-2.2%
NC(=O)[C@@H]1CCCN1Cc1nc(-c2ccccc2)no1	.	2.0%	28.3%	-5.7%	3.4%	-4.3%	-4.1%	-17.8%	20.0%
Cc1cccnc1NC(=O)CCNC(=O)c1ccc(Br)cc1	-9.3%	-5.8%	15.5%	-12.7%	-2.4%	-0.3%	0.1%	-7.8%	-10.2%
COc1ccccc1C(=O)Nc1ccnn1C1CCN(CC2CC=CCC2)CC1 (configuration not stated)	18.1%	8.6%	23.7%	-3.4%	-6.7%	1.6%	1.4%	-13.7%	16.3%
Cc1ccc(N(CC(=O)N2CCn3c2nc2ccccc23)S(=O)(=O)c2c(C)n[nH]c2C)cc1	-7.3%	-10.2%	-10.3%	0.2%	5.5%	-3.3%	-24.2%	-27.9%	13.4%
COC(=O)c1ccccc1NC(=O)CSc1nc2ccccc2nc1Cc1ccc(F)cc1	-0.5%[59 µM]	-6.3%	21.6%[57 µM]	-5.8%	-10.6%	-5.5%	4.6%	-3.6%	10.9%
CCOC(=O)CCCNC(=O)CCNC(=O)c1ccc(OCCC(C)C)cc1	14.9%	-2.6%	23.8%	7.0%	4.2%	-3.3%	0.4%	0.0%	8.1%[58.9 µM]
CCOC(=O)c1c(C)[nH]c(C)c1S(=O)(=O)N1CCC(c2ccccc2)C1 (configuration not stated)	?	0.7%	8.9%[57 µM]	-5.4%	6.0%	-1.8%	?	-22.0%	23.2%
Cc1ccc(S(=O)(=O)N2CCN(c3nc(CN4CCCC4)nc4sc(C)c(C)c34)CC2)cc1	2.8%[2.33 µM]	0.6%	7.3%	17.9%	4.7%	.	-7.7%	-30.9%	56.1%[activator]
N#Cc1c(NC(=O)CSc2n[nH]c(Cc3ccccc3)n2)oc(-c2ccccc2)c1-c1ccccc1	3.55µM*	3.0%	-2.5%	39.4%[activator]	-3.8%	-16.7%	-37.4%	?	-6.7%
O=C(O)CN1CCN(Cc2ccc(Cl)cc2)C1=O	-3.8%	6.1%	27.0%	-0.1%	10.4%	-2.2%	-1.5%	0.0%	1.8%
CN(Cc1ccccc1)C(=O)c1cn(C)c2ccc(S(=O)(=O)N3CCCC3)cc2c1=O	19.1%	-0.8%	28.8%	-3.2%	-0.5%	-2.0%	-13.1%	-11.7%	-10.2%
Cc1cccc(C)c1NC(=O)C1(NC(=O)c2cnccn2)CCCCC1	13.7%	-1.3%	36.7%	-4.1%	0.1%	-0.6%	0.2%	-7.6%	-23.2%
O=C(N=c1ccn(-c2nc3ccccc3nc2NS(=O)(=O)c2ccc(Cl)cc2)cc1)c1cccs1	-2.6%[59 µM]	1.6%	61.0%[activator]	?	i	-9.7%	-7.1%	1.5%[11.4 µM]	12.7%
Cc1ccccc1-c1nc(S(=O)(=O)c2ccc(Br)cc2)c(NCc2cccnc2)o1	-47.7%	8.4%	11.8%	-2.8%	0.0%	-9.7%	-11.8%	-32.5%	-11.9%[58.9 µM]

Overlap with the part before: 4 entries, then new ones.
SMILES	G9a block	GLS inhibitor	HP1b binding inh	Pin1 inhibitor	Tb PGK inh	BLM inh	BAZ2B block	JMJD2A Tudor inh	Pol iota inh
CN(Cc1ccccc1)C(=O)c1cn(C)c2ccc(S(=O)(=O)N3CCCC3)cc2c1=O	19.1%	-0.8%	28.8%	-3.2%	-0.5%	-2.0%	-13.1%	-11.7%	-10.2%
Cc1cccc(C)c1NC(=O)C1(NC(=O)c2cnccn2)CCCCC1	13.7%	-1.3%	36.7%	-4.1%	0.1%	-0.6%	0.2%	-7.6%	-23.2%
O=C(N=c1ccn(-c2nc3ccccc3nc2NS(=O)(=O)c2ccc(Cl)cc2)cc1)c1cccs1	-2.6%[59 µM]	1.6%	61.0%[activator]	?	i	-9.7%	-7.1%	1.5%[11.4 µM]	12.7%
Cc1ccccc1-c1nc(S(=O)(=O)c2ccc(Br)cc2)c(NCc2cccnc2)o1	-47.7%	8.4%	11.8%	-2.8%	0.0%	-9.7%	-11.8%	-32.5%	-11.9%[58.9 µM]
COc1ccc(C2=NOC(C(=O)Nc3cc(C)nn3-c3ccccc3)C2)cc1OC (configuration not stated)	4.5%	0.3%	39.1%[activator]	-0.9%	0.0%	3.0%	-17.1%	-4.9%	-1.5%
CC(NC(=O)C(=O)N1CCCCC1)C(c1cccs1)N1CCN(c2ccccc2)CC1 (configuration not stated)	?	27.0%	22.6%	-6.4%	-1.1%	-4.5%	-37.4%	-28.6%	2.9%
NC(=O)C1(C(N)=O)OC1c1ccc(Cl)c(Cl)c1 (configuration not stated)	15.7%	0.4%	28.6%	-4.8%	-10.8%	-0.3%	4.6%	-4.4%	28.7%
COc1ccc(CCNC(=O)CC2SC(N)=NC2=O)cc1OC (configuration not stated)	-34.5%	1.9%	-12.3%[57 µM]	-7.8%	-4.8%	-4.2%	-6.6%	?	45.7%[activator]
Cc1[nH]nc(NNC(=O)c2ccccc2)c1[N+](=O)[O-]	?	26.9%	33.8%	3.0%	4.0%	1.3%	-21.2%	-2.8%	25.9%
COc1ccc(OC)c(NC(=O)CSc2nc3[nH]c(=O)[nH]c(=O)c3s2)c1	.	-0.4%	19.1%[57 µM]	47.1%[activator]	-9.8%	.	.	-16.2%	?
O=C(NC(=S)Nc1ccc(N2CCOCC2)cc1)c1ccccc1	4.47µM*	-13.1%	?	-0.6%	-0.4%	-7.4%	?	?	4.9%
C#CC(CC)(CC)NC(=O)c1cc(S(=O)(=O)N2CCCCC2)ccc1N1CCOCC1	-2.8%	-4.3%	42.8%[activator]	-3.0%	5.7%	.	-5.3%	6.2%	27.6%
CCOC(=O)NN=C1CCC(c2ccccc2)CC1 (configuration not stated)	-45.7%	-1.2%	56.2%[activator]	8.5%	-7.2%	-2.9%	-19.9%	5.3%	7.1%
O=C(CCc1nc2ccccc2s1)OCC(=O)c1ccc[nH]1	-28.6%	8.1%	16.9%	0.6%	7.8%	1.2%	-16.7%	-2.9%	111.8%[activator]
CCO[C@@H]1OC(C(=O)Nc2ccccc2)=C[C@H](C)[C@H]1CCCO	.	-8.5%	37.8%	3.1%	-1.6%	.	.	2.9%	19.8%
Cc1ccc(C(=O)CSc2nnc(COc3ccccc3)o2)cc1	-8.0%	3.3%	113.9%[activator]	-0.1%	-5.6%	-13.1%	-5.1%	20.7%	26.3%
Cc1ccc(C(=O)N2CCCC(N(C)Cc3ccccc3)C2)s1 (configuration not stated)	-11.3%[0.501 µM]	-3.3%	20.7%	-4.3%	i	-0.9%	-17.4%	-11.8%	17.2%
Cc1c(C(=O)Nc2cccc(S(=O)(=O)N3CCCC3)c2)oc2ccccc12	?	-16.0%	-5.7%	-7.5%	-9.5%	-0.1%	-17.3%	-19.9%	37.8%[activator]
COCC(=O)NCc1nc2cccnc2n1Cc1ccc(F)cc1	9.5%[59 µM]	-7.0%	22.6%[57 µM]	8.1%	-6.8%	-2.8%	0.2%	-11.6%	-2.7%
CC(C)C(C)(C#N)NC(=O)CSc1nc2scc(-c3ccccc3)c2c(=O)[nH]1 (configuration not stated)	28.2µM*	-1.8%	-10.4%	9.9%	10.0%	2.8%	-2.7%	-14.3%	147.4%[activator]
O=C(c1ccc(Cl)cc1)N(Cc1ccco1)Cc1ccco1	-46.3%[59 µM]	-7.8%	2.3%	2.4%	4.1%	-4.3%	?	-28.6%	-6.2%
Cc1ccc(C)n1CCN1CCN(C(=O)CC#N)CC1	?	-24.5%	16.9%	?	-1.0%	0.0%	-20.4%	-16.6%	19.6%
CC(=O)NCc1ccc(-c2csc(N)n2)s1	?	26.4%	21.9%	4.9%	0.5%	-2.2%	16.9%	0.7%	32.2%[activator]

From PubChem
